Screening results from PubChem.
NCI-60 one-dose screen, 48 h, at 10 µM unless noted. Numbers give growth in % (100 = growth as untreated, 0 = no growth, -100 = all killed).
SW-620: SW-620 colon cancer | actives 5.2% (n = 82,000) | AID 1794795
OVCAR-3: OVCAR-3 ovarian cancer | AID 1794787 | actives 7% (n = 79,000)
OVCAR-8: OVCAR-8 ovarian cancer. actives 4.4% (n = 81,000). AID 1794782
DU-145: DU-145 prostate cancer; actives 4.2% (n = 81,000)
KM12: KM12 colon cancer cells. actives 5% (n = 82,000). AID 1794800
HCC-2998: HCC-2998 colon cancer | actives 4.7% (n = 79,000)
OVCAR-5: OVCAR-5 ovarian cancer | AID 1794783 | actives 2.9% (n = 82,000)
OVCAR-4: OVCAR-4 ovarian cancer cells; actives 3.7% (n = 80,000); AID 1794784
PC-3: PC-3 prostate cancer cells | AID 1794754 | actives 3.9% (n = 80,000)
* marks the source's active call; other numbers are inactive results; & = joins results of further samples. Rule for the calls: active = growth percent below 10; inactive = the rest.

Cc1c(C(=O)OCCO)cc(-c2ccc(Cl)cc2)n1-c1cccc(CO)c1 was read as SW-620 103, OVCAR-3 111, OVCAR-8 93, DU-145 108, KM12 99, HCC-2998 106, OVCAR-5 93, OVCAR-4 97 and PC-3 102.
For CCOC(=O)c1ccc(C(=N)N)cc1 the results were SW-620 102, OVCAR-3 102, OVCAR-8 105, DU-145 106, KM12 109, HCC-2998 103, OVCAR-5 120, OVCAR-4 107 and PC-3 90.
`Cn1cc(-c2cc(N)n3nc(-c4cn(C)c5ccccc45)cc3n2)c2cc(Cl)ccc21` gave SW-620 -35*, OVCAR-3 -45*, OVCAR-8 -91*, DU-145 22, KM12 -50*, HCC-2998 -73*, OVCAR-5 -14*, OVCAR-4 -34* and PC-3 -38*.
Screening c1cc2cccc3c4cccc5cccc(c(c1)c23)c54 returned SW-620 108, OVCAR-3 108, OVCAR-8 112, DU-145 115, KM12 104, HCC-2998 97, OVCAR-5 106, OVCAR-4 95 and PC-3 93.
`O=S(=O)(Nc1cc(Cl)cc(Cl)c1)c1ccc(-c2cnc(C3CC3)o2)cc1` gave SW-620 26, OVCAR-3 17, OVCAR-8 47, DU-145 22, KM12 24, HCC-2998 57, OVCAR-5 46, OVCAR-4 64 and PC-3 27.
`CS(=O)(=O)c1nccc(-c2c(-c3ccc(F)c(OCc4ccccc4)c3)nc3sccn23)n1` gave SW-620 100, OVCAR-8 100, DU-145 -64*, KM12 96, HCC-2998 32, OVCAR-5 100, OVCAR-4 104 and PC-3 -11*.
O=c1[nH]c2ccc(Oc3ncccn3)cc2c(=O)n1Cc1cccc(NC(=S)Nc2cccc(F)c2)c1 was read as SW-620 113, OVCAR-3 104, OVCAR-8 98, DU-145 97, KM12 95, HCC-2998 114, OVCAR-5 98, OVCAR-4 95 and PC-3 88.
COc1ccc2c(c1)nc(N)c1c3cc(OC)c(OC)cc3cn21 was read as SW-620 34, OVCAR-3 38, OVCAR-8 41, KM12 27, HCC-2998 55, OVCAR-5 62, OVCAR-4 70 and PC-3 53.
`CCCCOC(=O)N1CCCCC1CC` (stereo not drawn) gave SW-620 99, OVCAR-3 101, OVCAR-8 102, DU-145 96, KM12 102, HCC-2998 127, OVCAR-5 90, OVCAR-4 111 and PC-3 96.
For O=C(CNNC(=O)c1ccncc1)Nc1ccc(S(=O)(=O)c2ccc(NC(=O)CNNC(=O)c3ccncc3)cc2)cc1 the results were SW-620 98, OVCAR-3 108, OVCAR-8 102, DU-145 115, KM12 105, HCC-2998 112, OVCAR-5 97 and PC-3 102.
For COc1cc(/C=N/NC(=O)c2cc(N)n(CC(O)c3ccccc3)n2)ccc1OC(F)F (stereo not drawn) the results were SW-620 102, OVCAR-8 103, DU-145 110, KM12 105, HCC-2998 113, OVCAR-5 112, OVCAR-4 107 and PC-3 93.
For CC(C)=CCC/C(C)=C/CC/C(C)=C/CCc1ccoc1C the results were SW-620 103, OVCAR-3 104, OVCAR-8 105, DU-145 116, KM12 100, HCC-2998 119, OVCAR-5 108, OVCAR-4 95 and PC-3 105.
Screening N#Cc1cnn2c(-c3ccc(Cl)cc3)nc(NCc3ccccc3)nc12 returned SW-620 98, OVCAR-3 78, OVCAR-8 83, DU-145 84, KM12 81, HCC-2998 87, OVCAR-5 92, OVCAR-4 87 and PC-3 65.
Screening Oc1ccccc1\C=N/N=C/C=C/c1ccccc1 returned SW-620 106, OVCAR-3 96, OVCAR-8 103, DU-145 105, KM12 93, HCC-2998 95, OVCAR-5 112, OVCAR-4 98 and PC-3 90.
Screening O=C(NCCNc1nccc(-n2ccc3cccnc32)n1)c1ccc(Cl)cc1 returned SW-620 105, OVCAR-3 110, OVCAR-8 106, DU-145 102, KM12 106, HCC-2998 115, OVCAR-5 107, OVCAR-4 102 and PC-3 106.
`CN1CCN(c2ccc3c4c(cccc24)C(=O)N(N2C(=O)c4cccc5cccc(c45)C2=O)C3=O)CC1` gave SW-620 97, OVCAR-3 104, OVCAR-8 101, DU-145 104, KM12 99, HCC-2998 111, OVCAR-5 107, OVCAR-4 103 and PC-3 91.
For Clc1ccc(N=Cc2ccc3c(c2)OCO3)c(Cl)c1 the results were SW-620 104, OVCAR-3 114, OVCAR-8 103, DU-145 113, KM12 102, HCC-2998 95, OVCAR-5 108, OVCAR-4 94 and PC-3 100.
Screening O=c1sn(CCCl)c(=O)n1Cc1ccccc1 returned SW-620 108, OVCAR-3 103, OVCAR-8 99, DU-145 102, KM12 99, HCC-2998 92, OVCAR-5 101, OVCAR-4 99 and PC-3 91.
Screening O=C1Nc2ccc(Cl)cc2/C1=C/c1cccc(OCc2ccccc2)c1 returned SW-620 45, OVCAR-3 8.3*, OVCAR-8 15, DU-145 45, KM12 39, HCC-2998 51, OVCAR-5 69, OVCAR-4 34 and PC-3 29.
`Nc1nc(O)cc(=O)[nH]1` gave SW-620 114, OVCAR-3 109, OVCAR-8 102, DU-145 112, KM12 106, HCC-2998 101, OVCAR-5 110, OVCAR-4 105 and PC-3 88.
`CC(=O)Nc1ccc(/C(N=Nc2ccccc2)=N/N=C(N)N)cc1` gave SW-620 78, OVCAR-3 90, OVCAR-8 94, DU-145 87, KM12 72, HCC-2998 100, OVCAR-5 83, OVCAR-4 75 and PC-3 61.
For COc1ccc2c(c1)CCNC21C(=O)N(Cc2ccc(F)cc2)c2ccccc21 (stereo not drawn) the results were SW-620 101, OVCAR-3 101, OVCAR-8 102, DU-145 112, KM12 102, HCC-2998 102, OVCAR-5 87, OVCAR-4 111 and PC-3 83.
`OCc1ccccc1CO` gave SW-620 82, OVCAR-3 118, OVCAR-8 102, DU-145 108, KM12 112, HCC-2998 99, OVCAR-5 82, OVCAR-4 95 and PC-3 97.
For CCN(CC)CC(Oc1ccccc1OC)C(=O)c1ccccc1 (stereo not drawn) the results were SW-620 94, OVCAR-3 98, OVCAR-8 99, DU-145 102, KM12 101, HCC-2998 112, OVCAR-5 102, OVCAR-4 96 and PC-3 79.
Cc1cc(C)c(Br)c(C)c1 was read as SW-620 103, OVCAR-3 104, OVCAR-8 98, DU-145 112, KM12 103, HCC-2998 93, OVCAR-4 105 and PC-3 90.
For COc1ccc2c(c1)c(-c1nc(-c3c[nH]c4ncccc34)cs1)cn2CCNC(=O)OC(C)(C)C the results were SW-620 96, OVCAR-3 84, OVCAR-8 46, DU-145 89, KM12 46, HCC-2998 97, OVCAR-5 104, OVCAR-4 56 and PC-3 32.
Screening COc1ccc2[nH]c(O)c(/C=c3/ccc4c(c3)N=C(c3ccc(F)cc3)N=4)c2c1 returned SW-620 41, OVCAR-3 75, OVCAR-8 77, DU-145 68, KM12 75, HCC-2998 104, OVCAR-5 113, OVCAR-4 -38* and PC-3 47.
Screening Cc1nc(/N=C(N)/N=C(\N)c2ccccn2)sc1C returned SW-620 92, OVCAR-3 107, OVCAR-8 108, DU-145 103, KM12 96, HCC-2998 100, OVCAR-5 99, OVCAR-4 92 and PC-3 101.
Screening CC1C(C)N(C(=O)CCCl)c2ccccc2N1C(=O)CCCl (stereo not drawn) returned SW-620 108, OVCAR-3 109, OVCAR-8 107, DU-145 111, KM12 114, HCC-2998 102, OVCAR-5 101 and PC-3 93.
COc1cc(/C=C/c2nnc3c4ccccc4cnn23)cc(OC)c1OC was read as SW-620 101, OVCAR-3 111, OVCAR-8 96, DU-145 100, KM12 101, HCC-2998 110, OVCAR-5 94, OVCAR-4 91 and PC-3 114.
Screening COc1cccc(C2S/C(=C\C3C=Nc4ccccc43)C(=O)N2n2cnnc2)c1 (stereo not drawn) returned SW-620 101, OVCAR-3 94, OVCAR-8 98, DU-145 102, KM12 93, HCC-2998 97, OVCAR-5 86 and PC-3 82.
O=C(O)CSC1=NC(c2cccc([N+](=O)[O-])c2)c2sc3ccc(Cl)cc3c2N1 (stereo not drawn) was read as SW-620 104, OVCAR-3 100, OVCAR-8 99, DU-145 114, KM12 103, HCC-2998 124, OVCAR-5 107, OVCAR-4 98 and PC-3 89.
`CCC1(c2ccc(C)cc2)Oc2ccccc2-n2c(C#N)c3ccccc3c2C1=O` (stereo not drawn) gave SW-620 101, OVCAR-3 99, OVCAR-8 96, DU-145 114, KM12 89, OVCAR-5 111, OVCAR-4 89 and PC-3 90.
For CCCCOCCOC(=O)C1OC1(C)c1ccccc1 (stereo not drawn) the results were SW-620 107, OVCAR-3 121, OVCAR-8 102, DU-145 122, KM12 114, HCC-2998 106, OVCAR-5 113 and PC-3 98.
`Cc1c(C(=O)NCCC(=O)NO)sc2ncnc(Nc3ccccc3)c12` gave SW-620 100, OVCAR-3 115, OVCAR-8 99, DU-145 108, KM12 102, HCC-2998 98, OVCAR-5 102, OVCAR-4 105 and PC-3 105.
COc1ccc2nc(CC(=N)c3ccc(N(C)C)cc3)ccc2c1 was read as SW-620 109, OVCAR-3 103, OVCAR-8 103, DU-145 115, KM12 106, HCC-2998 112, OVCAR-5 124, OVCAR-4 109 and PC-3 78.
CC1CCCC(=O)O1 (stereo not drawn) was read as SW-620 104&105, OVCAR-3 115&103, OVCAR-8 95&110, DU-145 107&106, KM12 106&98, HCC-2998 98, OVCAR-5 101&101, OVCAR-4 104&96 and PC-3 95&96.
Screening COc1ccc(-c2nc(-c3ccccc3)c(-c3ccccc3)[nH]2)cc1OC1CCCC1 returned SW-620 83, OVCAR-3 81, OVCAR-8 75, DU-145 86, KM12 43, HCC-2998 70, OVCAR-5 83, OVCAR-4 82 and PC-3 50.
CCCCc1nc(Cl)c(C2CC(c3ccc(S(N)(=O)=O)cc3)=NN2c2cc(Cl)cc(Cl)c2)[nH]1 (stereo not drawn) was read as SW-620 58, OVCAR-3 45, OVCAR-8 47, DU-145 71, KM12 32, HCC-2998 29, OVCAR-5 66, OVCAR-4 51 and PC-3 36.
Screening CC(=O)Nc1ccc(/C=C/c2cc[n+](C)cc2)cc1 returned SW-620 109, OVCAR-3 115, OVCAR-8 99, DU-145 114, KM12 108, HCC-2998 118, OVCAR-5 99, OVCAR-4 104 and PC-3 86.

A stretch taken from the entries so far, for reference:
`CC(=O)Nc1ccc(/C(N=Nc2ccccc2)=N/N=C(N)N)cc1` gave SW-620 78, OVCAR-3 90, OVCAR-8 94, DU-145 87, KM12 72, HCC-2998 100, OVCAR-5 83, OVCAR-4 75 and PC-3 61.
For COc1ccc2c(c1)CCNC21C(=O)N(Cc2ccc(F)cc2)c2ccccc21 (stereo not drawn) the results were SW-620 101, OVCAR-3 101, OVCAR-8 102, DU-145 112, KM12 102, HCC-2998 102, OVCAR-5 87, OVCAR-4 111 and PC-3 83.
`OCc1ccccc1CO` gave SW-620 82, OVCAR-3 118, OVCAR-8 102, DU-145 108, KM12 112, HCC-2998 99, OVCAR-5 82, OVCAR-4 95 and PC-3 97.

An excerpt from above in order of SMILES length, smallest number first.
CC1CCCC(=O)O1 (stereo not drawn) was read as SW-620 104&105, OVCAR-3 115&103, OVCAR-8 95&110, DU-145 107&106, KM12 106&98, HCC-2998 98, OVCAR-5 101&101, OVCAR-4 104&96 and PC-3 95&96.
For CCN(CC)CC(Oc1ccccc1OC)C(=O)c1ccccc1 (stereo not drawn) the results were SW-620 94, OVCAR-3 98, OVCAR-8 99, DU-145 102, KM12 101, HCC-2998 112, OVCAR-5 102, OVCAR-4 96 and PC-3 79.
For COc1ccc2c(c1)CCNC21C(=O)N(Cc2ccc(F)cc2)c2ccccc21 (stereo not drawn) the results were SW-620 101, OVCAR-3 101, OVCAR-8 102, DU-145 112, KM12 102, HCC-2998 102, OVCAR-5 87, OVCAR-4 111 and PC-3 83.
Screening COc1ccc2[nH]c(O)c(/C=c3/ccc4c(c3)N=C(c3ccc(F)cc3)N=4)c2c1 returned SW-620 41, OVCAR-3 75, OVCAR-8 77, DU-145 68, KM12 75, HCC-2998 104, OVCAR-5 113, OVCAR-4 -38* and PC-3 47.

Carrying on:
For O=c1cc(S)nc[nH]1 the results were SW-620 106, OVCAR-3 104, OVCAR-8 105, DU-145 108, KM12 100, HCC-2998 97, OVCAR-5 108, OVCAR-4 110 and PC-3 98.
For CN(C)c1ccc(C=C2C(=O)OC(C)(C)OC2=O)cc1 the results were SW-620 112, OVCAR-3 110, OVCAR-8 93, DU-145 114, KM12 107, HCC-2998 100, OVCAR-5 122, OVCAR-4 112 and PC-3 87.
For O=Cc1cn(C(c2ccccc2)c2c[nH]c3ccccc23)c2ccccc12 (stereo not drawn) the results were SW-620 99, OVCAR-3 102, OVCAR-8 101, DU-145 106, KM12 98, HCC-2998 105, OVCAR-5 104, OVCAR-4 90 and PC-3 85.
Screening Cc1ccc(=O)n(-c2ccc(C3=NCCCN3)cc2)c1 returned SW-620 99, OVCAR-3 110, OVCAR-8 97, DU-145 109, KM12 99, HCC-2998 103, OVCAR-5 107, OVCAR-4 99 and PC-3 88.
`COc1ccc(/C(=C/c2cc(OC)c(OC)cc2[N+](=O)[O-])C(=O)O)cc1` gave SW-620 105, OVCAR-3 125, OVCAR-8 109, DU-145 124, KM12 121, HCC-2998 107, OVCAR-5 111, OVCAR-4 113 and PC-3 99.
Screening O=C(CN1CCCCCC1)Nc1nc2ccc([N+](=O)[O-])cc2s1 returned SW-620 102, OVCAR-3 109, OVCAR-8 98, DU-145 113, KM12 106, HCC-2998 111, OVCAR-5 106, OVCAR-4 105 and PC-3 94.
Screening CC(C)(C)n1nc(C2CC2)c(Br)c1NC(=O)c1ccc(Cl)cc1 returned SW-620 108, OVCAR-3 129, OVCAR-8 103, DU-145 117, KM12 110, HCC-2998 103, OVCAR-5 96, OVCAR-4 90 and PC-3 88.
Nc1ccc(-c2cc(-c3ccccn3)[nH]n2)cc1 was read as SW-620 110, OVCAR-3 121, OVCAR-8 101, DU-145 112, KM12 107, HCC-2998 113, OVCAR-5 108, OVCAR-4 111 and PC-3 97.

Hits appear at their usual frequency; 10% or so of the library scored in one or more.
